PGE2 EP2 inh: EP2 receptor (human) inhibition | P43116 | C6 glioma cells expressing human EP2, cAMP TR-FRET; cells stimulated with saturating PGE2 | inhibition, % at 25 µM | actives 0.52% (n = 260,000) | AID 1422;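 active = percent inhibition above 40 after rounding to a whole number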;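 note: rat C6 glioma host cells with rolipram phosphodiesterase inhibitor present; the protocol text gives 20 µM as final concentration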
Target sequence (P43116 whole entry, looked up): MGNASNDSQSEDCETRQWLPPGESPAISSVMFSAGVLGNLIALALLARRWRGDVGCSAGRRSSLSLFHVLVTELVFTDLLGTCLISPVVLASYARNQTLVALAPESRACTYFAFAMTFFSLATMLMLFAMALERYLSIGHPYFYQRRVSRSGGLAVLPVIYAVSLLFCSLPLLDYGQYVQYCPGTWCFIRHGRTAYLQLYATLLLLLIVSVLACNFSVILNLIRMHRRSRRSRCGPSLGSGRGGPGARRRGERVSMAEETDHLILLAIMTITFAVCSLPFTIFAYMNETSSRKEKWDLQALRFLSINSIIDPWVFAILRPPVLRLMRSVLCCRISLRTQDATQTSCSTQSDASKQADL
FXIIa inh 1536: inhibitors of human coagulation factor XIIa; actives 0.3% (n = 220,000); inhibition, % at 5 µM; purified FXIIa, Boc-QGR-AMC fluorogenic substrate, 2 h; P00748; in the data active = inhibition above about 40%;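 note: 0% = enzyme with no compound and 100% = blank without enzyme; many of its hits are not listed in these tables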
L929 necroptosis: L929 zVAD cell death inhibition; L929 zVAD necroptosis rescue, ATP luminescence, 24 h; with zVAD 60 µM; viability rescue, % at 10 µM; actives 0.38% (n = 220,000);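 active = activation, scaled between plate controls, above about 75%, limit read from the data; inactive = activation under that limit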;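 note: 0% = zVAD with DMSO and 100% = DMSO alone without zVAD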
Wee1 degr inh: inhibitors of human Wee1 degradation | P30291 | HeLa Luc-Wee1K328M stability, luciferase luminescence; 100% = proteasome inhibitor MG132 effect | reporter increase, % at 5 µM | actives 1.2% (n = 220,000) | AID 1321;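 active = activation above the mean of all tested compounds plus 3 SD, set per screening run, cut at about 8.8% in these data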;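 note: cells exposed to compound for 20 h before luminescence read; 0% = DMSO alone and 100% = MG132 at 30 µM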
Tb hexokinase: blocks Trypanosoma brucei hexokinase 1 activity; recombinant TbHK1, G6PDH-coupled NADH A340; inhibition, % at 10 µM; actives 0.11% (n = 220,000); AID 1430;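 active = inhibition of 50% or more in the single-dose primary screen; inactive = inhibition below 50%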
FXIa inh 1536: factor XIa (human) inhibition; P03951; actives 0.14% (n = 220,000); inhibition, % at 5 µM; AID 798; purified FXIa, Boc-Glu-Ala-Arg-AMC fluorogenic substrate;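 active = inhibition of at least 40%; inactive = inhibition below 40%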;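 note: fluorescence of freed AMC excited at 355 nm; 0% = enzyme without compound and 100% = no enzyme blank; many of its hits are not listed in these tables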
Target sequence (P03951 19-387 limits assumed): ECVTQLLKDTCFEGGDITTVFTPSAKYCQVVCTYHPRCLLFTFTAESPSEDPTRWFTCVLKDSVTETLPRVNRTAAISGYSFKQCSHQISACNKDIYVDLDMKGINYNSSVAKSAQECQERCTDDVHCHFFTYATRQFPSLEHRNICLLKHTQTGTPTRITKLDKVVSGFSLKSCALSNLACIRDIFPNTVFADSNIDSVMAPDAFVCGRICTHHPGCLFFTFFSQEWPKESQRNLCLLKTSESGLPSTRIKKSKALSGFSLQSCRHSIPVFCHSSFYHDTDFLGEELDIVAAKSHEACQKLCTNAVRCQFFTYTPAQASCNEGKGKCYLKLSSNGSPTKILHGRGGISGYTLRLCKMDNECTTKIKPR
Target sequence (P03951 388-625 limits assumed): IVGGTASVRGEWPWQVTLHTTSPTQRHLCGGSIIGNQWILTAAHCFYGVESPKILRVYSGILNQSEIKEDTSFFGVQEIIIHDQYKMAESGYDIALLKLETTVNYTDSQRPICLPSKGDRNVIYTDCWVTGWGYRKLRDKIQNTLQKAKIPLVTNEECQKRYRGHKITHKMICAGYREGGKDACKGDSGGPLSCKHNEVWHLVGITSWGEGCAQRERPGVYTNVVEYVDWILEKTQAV
TNF death inh: TNF-alpha cell death inhibition in Jurkat FADD-/- cells; Jurkat FADD-/- TNF necroptosis rescue, ATP luminescence, 24 h; 0 = TNF only, 100 = no-TNF cells; activation (protection from cell death), % at 10 µM; actives 0.068% (n = 220,000); AID 463075;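 active = activation, meaning protection from cell death, of at least 50% relative to plate controls; inactive = activation below 50%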;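 note: necroptosis triggered by 40 ng/mL TNF-alpha added together with compound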
PPC-1+TRAIL kill: compounds killing PPC-1 cancer cells with TRAIL present (potentiator screen, no TRAIL-free arm); actives 0.41% (n = 220,000); cell killing (% activity), % at 4 µM; PPC-1 cells + TRAIL, ATPLite viability luminescence; AID 1443;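 active = cell killing above 50% in the first pass at 4 µM, then a duplicate retest at 5 µM averaging 50% or more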;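 note: plate controls were cells with TRAIL plus DMSO for no effect and medium-only wells lacking cells for full effect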
CHOP inhibitor: blocks CHOP induction under ER stress | CHO-K1 CHOP-promoter luciferase, tunicamycin-induced, 15-18 h | inhibition, % at 10 µM | actives 3.8% (n = 220,000) | AID 2732;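 active = compounds that reduced the stress-induced luciferase reporter signal by more than about 70% of percent inhibition, limit read from the data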;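 note: 0% = tunicamycin plus vehicle and 100% = wells without tunicamycin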
* = called active by the depositor; nt = no result given; & = joins results of further samples.

SMILES	PGE2 EP2 inh	FXIIa inh 1536	L929 necroptosis	Wee1 degr inh	Tb hexokinase	FXIa inh 1536	TNF death inh	PPC-1+TRAIL kill	CHOP inhibitor
O=C(CN1C(=O)CSC1=O)N1CCc2ccccc2C1	8	-1	-0.2	-1	-3	2	-0.2	-3	24
Clc1ccc2[nH]c3c(NCC4CCCO4)ncnc3c2c1 (stereo not given)	28	10	13	3	-13	1	-4.0	12	12
COc1ccc(CNC(=O)CCS(=O)(=O)Cc2ccc(C)cc2)c(OC)c1	7	5	0.1	-1	-8	1	-0.5	-1	21
Cc1cccc(C2c3[nH]c4ccccc4c3CCN2Cc2cnn(-c3ccc(F)cc3)c2)n1 (stereo not given)	4	9	0.8	-2	-5	-1	1.9	9	-19
NC(=O)CSc1nc2scc(-c3ccco3)c2c(=O)n1-c1ccccc1	12	13	2.1	-1	-16	0	-2.9	19	-35
O=C(NCc1nnc(SCc2ccccc2)n1-c1ccccc1)C12CC3CC(CC(C3)C1)C2	4	7	4.6	0	6	1	-0.3	18	45
O=C(CCN1CCN(c2ccc(F)cc2)CC1)Nc1ccccc1F	14	-3	0.3	0	3	-7	2.6	5	39
CCOCc1nnc(NC(=O)c2cc(OC)c(OC)cc2[N+](=O)[O-])s1	6	5	0.1	-1	-10	-3	-0.6	0	8
C[C@]1(C(=O)NCc2cc(F)cc(C(F)(F)F)c2)C=C[C@@H](Cc2ccccc2)N1C(=O)c1ccccc1	6	16	-0.3	-2	0	5	2.3	8	20
COc1ccccc1C1(CCNC(C)c2cccs2)CCOC(C(C)C)C1 (stereo not given)	2	7	-0.6	-1	5	6	4.4	5	3
CCOC(=O)c1c(NC(=O)CSc2nnc(CNc3ccc(F)cc3)o2)sc(C)c1C	10	-1	1.0	-2	0	-7	-1.5	19	61
Cc1cc(C)c(NC(=O)C2CC(=O)N(Cc3ccccc3)C2)c(C)c1 (stereo not given)	6	6	-0.1	7	7	-8	0.4	22	8
O=C(CSc1nnc(C2CC2)n1Cc1ccccc1)N1CCN(S(=O)(=O)c2ccccc2)CC1	8	11	1.1	-1	-5	3	-2.2	9	27
CCN1C(=O)S/C(=C/c2c(OCc3ccc(C(=O)O)cc3)ccc3ccccc23)C1=O	13	10	0.3	-3	3	6	1.1	14	-48
CNC(=S)Nc1ccc(-c2nc3ccc(C)cc3s2)cc1	17	-3	-0.6	5	-11	-6	-2.8	40	48
CCOc1cc(-n2nc(C)c(C#N)c2N)nc(SC)n1	12	5	0.1	-2	8	-2	-2.0	14	39
CCOCCOC(=O)COc1ccc(N2C(=O)c3ccccc3C2=O)cc1	6	5	-0.3	6	-2	2	-0.5	10	-4
COC(=O)Nc1nnc(-c2ccccc2OC)s1	6	9	0.6	6	-18	-2	-3.4	23	-7
Cc1ccc(CN2CCSc3ccc(C(=O)NC4CCN(Cc5ccccc5)CC4)cc32)cc1	11	2	0.9	1	11	-9	1.4	nt	9
C=CCc1ccc2oc(C(=O)OCC)cc(=O)c2c1O	15	11	-0.5	10*	1	-1	-0.5	6	-10
C/C(=N\NC(=O)CSCc1ccccc1Cl)c1cccc(NC(=O)c2ccccc2)c1	25	10	0.3	0	1	1	-0.1	27	22
CC(=O)Nc1cc(N2C(=O)CCC2=O)ccc1Cl	3	14	nt	-1	0	4	0.8	27	9
O=C(NC1(C(F)(F)F)NC(=O)N(c2ccc(F)cc2)C1=O)c1ccncc1 (stereo not given)	6	21	0.7	-4	-2	22	1.8	12	-17
COc1nc(/C(N)=N/O)nc(N2CCCCC2)n1	10	29	4.2	1	-4	23	-0.7	0	-26
COc1ccc(C(C(=O)NC2CCCC2)N(Cc2ccc(C)cc2)C(=O)c2ccn[nH]2)cc1OC (stereo not given)	7	15	-0.1	-1	-3	0	-3.9	-8	-16
O=C(O)C1CCCN(S(=O)(=O)c2ccc(Br)cc2)C1 (stereo not given)	6	14	0.8	-3	-4	4	0.7	10	-6
CCn1c(CC(=O)Nc2ccc(C)cc2)nnc1SCC(=O)NCc1ccccc1	9	10	-0.5	1	7	0	-1.3	24	19
COc1cc2c(C)nc3c(cnn3-c3ccccc3)c2cc1OC	3	13	8.9	3	-8	1	0.2	14	-59
COCCNC(=O)COc1ncnc2ccc(Br)cc12	10	7	-0.4	-3	6	-3	0.4	14	-1
COC(=O)c1ccccc1NC1OC(=O)c2ccccc21 (stereo not given)	8	14	-0.6	2	34	6	-0.8	3	31

Look-ups from the results shown.
Value for `COc1cc2c(C)nc3c(cnn3-c3ccccc3)c2cc1OC` under Wee1 degr inh: 3
Value for `CC(=O)Nc1cc(N2C(=O)CCC2=O)ccc1Cl` under Tb hexokinase: 0
Value for `COCCNC(=O)COc1ncnc2ccc(Br)cc12` under Wee1 degr inh: -3
Value for `COc1nc(/C(N)=N/O)nc(N2CCCCC2)n1` under CHOP inhibitor: -26
Value for `O=C(O)C1CCCN(S(=O)(=O)c2ccc(Br)cc2)C1` (stereo not given) under L929 necroptosis: 0.8
Value for `COc1ccc(C(C(=O)NC2CCCC2)N(Cc2ccc(C)cc2)C(=O)c2ccn[nH]2)cc1OC` (stereo not given) under PPC-1+TRAIL kill: -8

(listing goes on)
SMILES	PGE2 EP2 inh	FXIIa inh 1536	L929 necroptosis	Wee1 degr inh	Tb hexokinase	FXIa inh 1536	TNF death inh	PPC-1+TRAIL kill	CHOP inhibitor
CCOc1cc(C#N)c(NC(=O)CSc2nnnn2-c2ccc(OC)cc2)cc1OCC	3	35	0.4	2	-5	20	0.0	-18	32
COc1ccc(/C(N)=N/OC(=O)Cc2cccs2)cc1	3	9	0.4	5	32	5	1.4	0	-9
Cc1cc(Oc2ccc(C#N)cc2)nc(N2CCOCC2)n1	10	-4	-0.3	-2	2	-9	-1.5	11	13
Cc1ccc(CN2CCN(Cc3cn[nH]c3-c3cccc(F)c3)CC2CCO)o1 (stereo not given)	1	5	-0.5	1	-11	-2	1.0	11	11
Clc1cccc(N/N=C/c2ccc(N3CCOCC3)s2)c1	10	3	0.2	-1	-12	3	1.4	-2	14
CC(C)N(C(C)C)S(=O)(=O)c1ccc(NN)nc1	4	6	0.8	3	-4	-1	0.5	-7	1
C/C(=N/NC(=O)CNC(=O)COc1cccc(C)c1)c1ccco1	6	0	0.8	-2	-5	-2	4.6	5	-12
Cn1c(-c2cccs2)nc2ccccc21	7	0	0.6	-4	-10	-4	-0.3	nt	30
O=C(COC(=O)c1cc(S(=O)(=O)N2CCOCC2)ccc1F)c1ccc[nH]1	9	7	-0.2	3	29	2	-2.2	-5	-17
CCCc1nc2ccc(NC(C)=O)cc2c(=O)n1Cc1ccc(Cl)cc1	8&11	13	0.0	1	-10	1	0.0	12	-1
COc1ccc(C(=O)Nc2cccc(-c3nc4ncccc4o3)c2C)cc1OC	16	-1	0.3	1	3	3	-0.2	6	-12
CCCCN=CC1=C(O)C(C(=O)OC)C(C)(C)CC1=O (stereo not given)	16	5	0.7	0	-2	-8	-0.4	6	28
CCOc1cc(C(=O)CCC(=O)OCC(=O)NC(=O)NCC(C)C)ccc1O	7	0	2.2	4	-5	-3	1.0	9	-7
O=C(c1ccc(F)cc1)N1CCN(c2ccc([N+](=O)[O-])c(N3CCCCC3)c2)CC1	1	6	-0.1	-1	-6	-5	-6.1	5	4
COc1ccc(S(=O)(=O)NCCc2ccc(F)cc2)cc1	-1	-6	0.1	3	3	-3	0.1	-1	67
O=C(Nc1ncccn1)c1cc(-c2ccc(F)cc2)nc2ccccc12	6	6	1.7	0	-15	-1	0.4	8	-2
Cc1ccccc1N1C(=O)CC(N2CCC(C(N)=O)CC2)C1=O (stereo not given)	10	6	-0.1	8	0	-7	-0.4	-19	11
O=C(CSc1nnc(C2CC2)n1Cc1ccccc1)c1cc2ccccc2o1	12	-4	-0.2	0	-11	-4	-0.8	-5	8
CC(C)C(=O)O/N=C(\N)c1ccccn1	6	5	-1.3	2	-5	9	1.4	20	-20
CC1(C)Oc2ccc(NC(=O)c3ccco3)cc2O1	1	21	0.4	13*	-2	4	-1.6	28	-15
C=CCn1c(SCC(=O)c2ccc(O)c(O)c2)nnc1-c1ccccc1OC	10	9	2.2	3	37	-5	-5.9	5	10
N#Cc1cc2c(nc1SCC(=O)N1CCOCC1)CCCCC2	4	11	-0.5	-1	4	0	0.6	4	-38
Cc1ccc(Cl)cc1N1CCN(Cc2nnnn2C2CCCCC2)CC1	13	11	1.1	1	0	0	3.0	14	65
Cc1ccc(Sc2ncccc2C(=O)NC2CCCCCC2)cc1C	6	13	nt	0	1	2	3.2	15	29
CC(NC(=O)c1ccc2c(c1)OCCO2)C(=O)O (stereo not given)	9&9	5	0.0	0	5	-5	0.9	8	-4
CCCCCCCC(=O)N/N=C/c1cccnc1	5	6	0.8	0	5	-7	0.4	6	17
COc1ccc2nc(Nc3nc(CSc4nnc(C)s4)cc(=O)[nH]3)nc(C)c2c1	3	-3	nt	3	2	-5	-1.1	18	16
COc1ccc(CNc2nc(SCC(=O)NCc3ccco3)nc3ccccc23)cc1	9	31	-0.3	-3	0	7	0.7	24	4
COc1ccc(CCNC(=O)C(C)Sc2ccc(C)cc2)cc1OC (stereo not given)	7	0	nt	6	5	-7	-0.2	8	-14
CCNC(=O)c1ccc2c(c1)C1C3CCC(C3)C1C(c1ccccc1)N2 (stereo not given)	13	11	0.0	-3	-5	10	-1.6	8	43

Full records from above. Values in the order: PGE2 EP2 inh, FXIIa inh 1536, L929 necroptosis, Wee1 degr inh, Tb hexokinase, FXIa inh 1536, TNF death inh, PPC-1+TRAIL kill, CHOP inhibitor
Profile of COc1ccc(CCNC(=O)C(C)Sc2ccc(C)cc2)cc1OC (stereo not given) = 7, 0, nt, 6, 5, -7, -0.2, 8, -14
Profile of CC(NC(=O)c1ccc2c(c1)OCCO2)C(=O)O (stereo not given) = 9&9, 5, 0.0, 0, 5, -5, 0.9, 8, -4
Profile of CCCCCCCC(=O)N/N=C/c1cccnc1 = 5, 6, 0.8, 0, 5, -7, 0.4, 6, 17
Profile of COc1ccc(CNc2nc(SCC(=O)NCc3ccco3)nc3ccccc23)cc1 = 9, 31, -0.3, -3, 0, 7, 0.7, 24, 4
Profile of Cc1ccc(Cl)cc1N1CCN(Cc2nnnn2C2CCCCC2)CC1 = 13, 11, 1.1, 1, 0, 0, 3.0, 14, 65

Wee1 degr inh, entries above that show a hit.
canonical_smiles	FXIIa inh 1536	Wee1 degr inh	Tb hexokinase	FXIa inh 1536	CHOP inhibitor
C=CCc1ccc2oc(C(=O)OCC)cc(=O)c2c1O	11	10*	1	-1	-10
CC1(C)Oc2ccc(NC(=O)c3ccco3)cc2O1	21	13*	-2	4	-15

Next part.
SMILES	PGE2 EP2 inh	FXIIa inh 1536	L929 necroptosis	Wee1 degr inh	Tb hexokinase	FXIa inh 1536	TNF death inh	PPC-1+TRAIL kill	CHOP inhibitor
O=C(CCSc1nc(-c2ccco2)cc(C(F)(F)F)n1)NCC1CCCO1 (stereo not given)	0	16	-0.6	2	-26	2	-1.5	31	12
CCOC(=O)N1CCN(C(=O)CSc2nnc(COc3ccccc3)o2)CC1	5	14	0.1	1	-5	4	0.6	-13	-13
O=C(Nc1c(F)cccc1F)c1cnc(N2CCN(c3ccccn3)CC2)c2ccccc12	11	13	-0.4	-1	-22	-4	-6.0	-17	36
c1ccc(CCNc2nc(-c3ccncc3)cs2)cc1	4	6	1.6	-1	-2	3	2.1	11	14

Not all compounds are listed, so the mix of outcomes need not match the whole.
